14-3-3g Raf = alters human 14-3-3 gamma binding to Raf peptide; FP, 14-3-3gamma / TMR-pS259-Raf peptide binding; inhibition, % at 40 µM; 0.19% of 160,000 active; in the data active = inhibition above about 30%;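 note: 0% = protein plus tracer without compound and 100% = blank with tracer alone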
Target sequence (P61981 whole entry, looked up): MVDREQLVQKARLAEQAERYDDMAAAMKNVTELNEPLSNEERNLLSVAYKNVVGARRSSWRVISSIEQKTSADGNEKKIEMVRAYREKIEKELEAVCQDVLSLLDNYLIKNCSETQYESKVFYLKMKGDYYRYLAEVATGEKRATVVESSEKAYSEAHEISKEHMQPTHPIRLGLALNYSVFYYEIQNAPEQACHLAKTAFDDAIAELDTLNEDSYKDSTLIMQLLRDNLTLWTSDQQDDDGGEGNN
Active calls of the source: *; & = joins results of further samples.

14-3-3g Raf	structure
-1	O=C(OCc1cccs1)c1ccccc1NS(=O)(=O)c1ccc2c(c1)OCCO2
-7	COc1ccc(OC)c(-c2nc(C)sc2CC(=O)O)c1
-4	COc1ccc(N=c2oc3cc(O)ccc3cc2C(=O)NCC2CCCO2)c(OC)c1 (stereo not drawn)
-12	CCc1ccc(-n2nc3ccc(NC(=O)c4cccc(Br)c4)cc3n2)cc1
0	COc1ccc(-c2cc(C(=O)Nc3c(C)n(C)n(-c4ccccc4)c3=O)c3ccccc3n2)cc1
3	CCNS(=O)(=O)c1ccc(NS(=O)(=O)c2cc(C)ccc2C)cc1
-2	CCc1nc(SCC(=O)N2CCCC2)c2ccccc2n1
0	O=C(O)c1cccc(N2C(=O)c3ccc(Oc4cccc([N+](=O)[O-])c4)cc3C2=O)c1
-49	O=C(OCCCN1C(=O)c2cccc3c(N4CCCCC4)ccc(c23)C1=O)c1ccccc1[N+](=O)[O-]
-12	CCOC(=O)c1snc(-c2ccc(F)cc2)c1N

Continuation:
14-3-3g Raf	structure
-1	Cc1ccn2c(Nc3ccccc3C)c(-c3cccs3)nc2c1
-28	COC(=O)c1c[nH]n2c(NC3CCCCC3)c(-c3cccs3)nc12
-10	COc1ccc2cc(C3CC(c4ccc(Cl)cc4)=NN3C(=O)CCCC(=O)O)c(Cl)nc2c1 (stereo not drawn)
-4	CC(=O)Nc1nc2ccc(N)cc2s1
-2	Cc1ccc(S(=O)(=O)NC2CCSC2=O)cc1 (stereo not drawn)
-1	CN(Cc1ccccc1)C(=O)CCn1c(=S)oc2ccccc21
-7	CC1CCCC(C)N1CCNC(=O)C1CCN(S(C)(=O)=O)CC1 (stereo not drawn)
-5	O=c1oc2ccccc2c(NC2CCCC2)c1[N+](=O)[O-]
2	Cc1ccc(S(=O)(=O)N2CCNCC2)cc1
-4	CN1CCCC(OC(=O)c2ccc3c(c2)OCCO3)C1 (stereo not drawn)

Retrieved by structure from above:
14-3-3g Raf	structure
-1	CN(Cc1ccccc1)C(=O)CCn1c(=S)oc2ccccc21
-1	Cc1ccn2c(Nc3ccccc3C)c(-c3cccs3)nc2c1
0	O=C(O)c1cccc(N2C(=O)c3ccc(Oc4cccc([N+](=O)[O-])c4)cc3C2=O)c1
-49	O=C(OCCCN1C(=O)c2cccc3c(N4CCCCC4)ccc(c23)C1=O)c1ccccc1[N+](=O)[O-]
-4	CC(=O)Nc1nc2ccc(N)cc2s1

The list continues:
14-3-3g Raf	structure
1	CC(=O)Nc1ccc(C2NC(=O)c3ccccc3O2)cc1 (stereo not drawn)
-2	CCOC(=O)CNC(=O)c1ccc([N+](=O)[O-])cc1
-3	COc1ccc(C(=O)N2CCc3cc(OC)c(OC)cc3C2COc2cc(C)cc(C)c2)cc1OC (stereo not drawn)
1	CC1=C(C(N)=O)C(c2cccnc2)n2nc(-c3cccc(C)c3)nc2N1 (stereo not drawn)
0	CCOc1ccc(-n2c(SCC)nc3c([nH]c4ccccc43)c2=O)cc1
-6	Cc1ccc(-c2noc(CNc3cc(C)cc(C)c3)n2)cc1
-1	Cn1cc(C(=O)N2CCOCC2)c(=O)c2cc(S(=O)(=O)N3CCOCC3)ccc21
-1	FC(F)(F)c1cccc(-c2noc(C=Cc3ccccc3Cl)n2)c1
-9	CCOc1ccc(C(=O)Nc2ccc3oc(-c4ccncc4)nc3c2)cc1
-2	CCC1CCCCN1C(=O)Cn1nc([N+](=O)[O-])c(Cl)c1C (stereo not drawn)

More records
14-3-3g Raf	structure
-7	Cc1cccc(Nc2nc(-c3ccc(F)c(C)c3)cs2)n1
-9	CC(Sc1nnc(N)s1)C(=O)Nc1ccc(S(N)(=O)=O)cc1 (stereo not drawn)
-8	Cc1ccc(C(=O)C2CCNCC2)cc1
0	CCOC(=O)c1cnc2ccc(OCC)cc2c1NC(C)CC (stereo not drawn)
-2	CCn1c(=O)c2cc(C(=O)N(Cc3ccco3)C3CCCCC3)sc2c2ccccc21
-5	O=C(CCCN1C(=O)c2ccccc2C1=O)Nc1nncs1
-1	COc1ccc(C)cc1-n1nnnc1SCc1nc2ccccc2s1
-3	CC1CCCN(CCCNC(=O)CN2N=C(c3ccccc3)CCC2=O)C1 (stereo not drawn)
-6	O=C1c2oc3ccccc3c(=O)c2C(c2cccs2)N1CCCN1CCOCC1 (stereo not drawn)
-13	CCCOc1ccc(N2C(=O)CC(N3CCC(c4nncn4CC)CC3)C2=O)cc1 (stereo not drawn)

Carrying on:
14-3-3g Raf	structure
1	Cc1nc2n(CC(=O)N3CCCCC3)c3ccccc3n2n1
5	CCCn1cc(C(CC(=O)O)C(=O)O)c2ccccc21 (stereo not drawn)
3	Cc1ccnc2nc(C(=O)NC3=NCCS3)nn12
-5	CCN1CCN(C(=O)c2cc3c(=O)n4ccccc4nc3n2Cc2ccccc2)CC1
4	O=C(Oc1ccc(S(=O)(=O)c2ccc(OC(=O)c3cccnc3)cc2)cc1)c1cccnc1
-5	C=CCN1C(=NC(=O)CCCC(=O)O)SC2CS(=O)(=O)CC21 (stereo not drawn)
-9	Cc1ccc(-n2nc3c(c2NC(=O)C2CCCC2)CS(=O)(=O)C3)cc1
-4	COc1ccc(C(=O)CC(=O)C(=O)Nc2cccc([N+](=O)[O-])c2C)cc1
-2	O=c1[nH]c2ccc(S(=O)(=O)Nc3ccc(-c4nnc5n4CCCCC5)cc3)cc2o1
-23	Cc1c2c(=O)n(-c3nc4ccccc4s3)[nH]c2cc(=O)n1CCc1ccccc1

(further entries)
14-3-3g Raf	structure
-21	O=C(Nc1ccc(F)cc1)c1cc(N2CCOCC2)nc2ccccc12
-48	COc1ccc(S(=O)(=O)N2CCN(c3cccc(C)c3C)CC2)cc1
-4	CCOc1ccc(C(=O)OCC(=O)NCc2ccco2)cc1OCC
-3	O=C(Nc1ccc2c(c1)ncn2-c1ccccc1)c1ccco1
-38	O=C(Nc1ccc2oc(-c3cccc4ccccc34)nc2c1)c1ccc([N+](=O)[O-])o1
-48	c1coc(-c2c3c(nc4ccc5ccccc5c24)CCCC3)c1
-8	CCC(C)(NC(=O)Cc1cccs1)C(=O)NC1CCCCC1 (stereo not drawn)
-11	C=CCN(c1ccccc1)S(=O)(=O)c1ccc2[nH]cc(C(=O)N3CCC(C)CC3)c(=O)c2c1
108*	CC12COc3ccccc3C1c1sc(=O)[nH]c1SC2 (stereo not drawn)
-35	CCOc1ccc(OCC)c(NC(=O)C2CCCN(S(=O)(=O)c3cccc4nonc34)C2)c1 (stereo not drawn)

Continued.
14-3-3g Raf	structure
-2	CCN(CC)C(=O)c1sc2ncn(CC(=O)N3CCCCC3C)c(=O)c2c1C (stereo not drawn)
4	Cc1nn(C)cc1/C=N/n1nnnc1N
2	COc1ccc(NC(=O)c2ccn[nH]2)cc1
-3	Cn1c(=O)cc(SCC(=O)N2CCC(Cc3ccccc3)CC2)c2ccc(Cl)cc21
-5	Cc1ccc(NC(=O)CNS(=O)(=O)c2ccc(Br)s2)cc1
1	O=C(NC1CCS(=O)(=O)C1)OC1CCCCC1 (stereo not drawn)
-9	CC1CCCC(C(=O)O)N1C(=O)CCSC(=O)c1ccccc1 (stereo not drawn)
4	Cc1ccc(/C(O)=C2\C(=O)C(=O)N(CCCN(C)C)C2c2ccccn2)cc1 (stereo not drawn)
2	COc1ccc2oc(=O)c(-c3nnc(-c4cccc(Br)c4)o3)cc2c1
5	COc1ccccc1C1/C(=C(/O)c2ccc(C)cc2)C(=O)C(=O)N1CC(C)O (stereo not drawn)

Later entries.
14-3-3g Raf	structure
-27	Cc1cc(C)cc(NS(=O)(=O)c2ccc3[nH]cc(C(=O)N4CCc5ccccc54)c(=O)c3c2)c1
-5	COc1cc(C2C(C(=O)Nc3cccc(C)n3)=C(C)NC3=C2C(=O)CC(C)(C)C3)ccc1O (stereo not drawn)
-4	Cc1nc2cc(-c3cccc(F)c3)nn2c(C)c1CCC(=O)N1CCN(c2ccccn2)CC1
-4	CC(=O)NC1CCC(C(=O)O)(c2ccccc2)C1 (stereo not drawn)
-297	CCS(=O)(=O)Nc1cccc(C2=NN(S(C)(=O)=O)C(c3ccccc3C)C2)c1 (stereo not drawn)
-3&-13	O=c1oc(-c2ccco2)nc2c1cnn2-c1ccccc1
2	COCCOC(=O)c1[nH]c2c(c1C)C(=O)CC(c1ccc(N(C)C)cc1)C2 (stereo not drawn)
-7&-20	CC(O)c1nc2ccc(Cc3ccc4nc(C(C)O)[nH]c4c3)cc2[nH]1 (stereo not drawn)
57*	O=C(O)c1c[nH]c2ccc(S(=O)(=O)N3CCCCC3c3cccnc3)cc2c1=O (stereo not drawn)
-4	COc1cc2[nH]c(=O)nc(NCc3ccccc3)c2cc1OC

(continued)
14-3-3g Raf	structure
-3	Nc1nc(-c2ccccc2)nc(-c2ccccc2O)n1
-5	Cc1cc(NC(=O)COC(=O)COc2ccc3c(c2)CCC3)no1
-17	COC(=O)C(CCSC)NC(=O)C(NC(=O)C1CCC(C)CC1)C(C)C (stereo not drawn)
-9	COc1ccc(NC(=O)CCS(=O)(=O)c2cc(Br)cc3c2N(C(C)=O)CC3)cc1Cl
-5	Cc1cccc(Cc2c(C)nc3c(C(=O)NC4CCCCC4)cnn3c2C)c1
-3	Cc1ccc(S(=O)(=O)NCc2ccc(C(=O)NCCc3cccc(C)c3)cc2)cc1
6	CCCOc1ccc(N2C(=O)CC(NCCC34CC5CC(CC(C5)C3)C4)C2=O)cc1 (stereo not drawn)
-2	Cc1cc(C)c(S(=O)(=O)NCC2CCC(C(=O)N3CCOCC3)CC2)c(C)c1 (stereo not drawn)
-11	O=C(Nc1ccc(NC(=O)c2cc([N+](=O)[O-])ccc2Cl)cc1)c1cccs1
-13	CC(=O)N(c1ccc2oc3c(c2c1)CCCC3)S(=O)(=O)c1ccc2ccccc2c1

(further entries)
14-3-3g Raf	structure
-11	CC(C)OCC(O)CN1CCN(CC(O)COc2ccc3c(c2)OCO3)CC1 (stereo not drawn)
3	Cc1c(C(=O)N2CCN(Cc3ccccc3)CC2)sc2ncnc(N3CCc4ccccc4C3)c12
-1	O=C(CSc1nc(N2CCCCC2)nc(N2CCCCC2)n1)N1CCc2ccccc21
-9	COc1ccc2cc(C(=O)NCc3ccccc3)c(=Nc3ccc(C(=O)O)cc3)oc2c1
3	Cc1nnc(SCC(=O)NC2CC2)n1CCc1ccccc1
1	CS(=O)(=O)N1CCC(C(=O)N2CCCC2)CC1
-31	CCCNC(=O)c1ccc2c(c1)ncn2-c1ccccc1OC
-1	[N-]=[N+]=Nc1ccc(C(=O)CSC[C@H](NC(=O)CC[C@H](N)C(=O)O)C(=O)NCC(=O)O)cc1
4	CCn1c(C)[n+](CC)c2ccc(S(N)(=O)=O)cc21
-3&0	O=C(Cn1nc(-c2ccccc2)c2ccccc2c1=O)NCC1CCCO1 (stereo not drawn)

Molecules shown so far that contain fluorine, in the order listed:
14-3-3g Raf	structure
-12	CCOC(=O)c1snc(-c2ccc(F)cc2)c1N
-1	FC(F)(F)c1cccc(-c2noc(C=Cc3ccccc3Cl)n2)c1
-7	Cc1cccc(Nc2nc(-c3ccc(F)c(C)c3)cs2)n1
-21	O=C(Nc1ccc(F)cc1)c1cc(N2CCOCC2)nc2ccccc12
-4	Cc1nc2cc(-c3cccc(F)c3)nn2c(C)c1CCC(=O)N1CCN(c2ccccn2)CC1

Additional structures.
14-3-3g Raf	structure
-1	Cc1cc(C)cc(OCCCCCN2CCC(C)CC2)c1
-4	COCCOC(=O)C1=C(C)NC2=C(C(=O)C(C(=O)OC)C(C)C2)C1c1ccccc1Br (stereo not drawn)
4	CCc1ccc(C2=CC(c3cccc(Br)c3)n3ncnc3N2)cc1 (stereo not drawn)
4	CCn1cc(C(=O)NC2CCc3ccccc32)c(=O)c2ccc(C)nc21 (stereo not drawn)
6	CCOC(=O)c1cnc(SCc2nc(N)nc(Nc3ccc(C)cc3)n2)nc1N
6	Cc1cc(Nc2ccc(F)cc2Cl)n2ncnc2n1
-22	CCCn1c(=N)c(C(=O)NC(C)c2ccccc2)cc2c(=O)n3ccccc3nc21 (stereo not drawn)
-7	CCOC(=O)c1cc2sccc2n1CC(=O)N1CCc2ccccc21
-13	CCOC(=O)c1sc(=S)n(-c2ccc([N+](=O)[O-])cc2)c1N
-6	CCOc1ccc(C2Oc3c(OC)cccc3C3CC(c4cccnc4)=NN32)cc1 (stereo not drawn)

Going on with the list:
14-3-3g Raf	structure
-9	CC1(C)CC(=O)c2cc(OCC(=O)NCCC3=CCCCC3)ccc2O1
-6	CCc1nnc(NC(=O)CSc2nnc(-c3ccoc3C)n2-c2ccccc2)s1
4	CCOc1ccc(N2C(=O)CC(N3CCN(c4ccc(Cl)cc4)CC3)C2=O)cc1 (stereo not drawn)
-7	CCOC(=O)N1CCN(C(=O)c2ccc3nc(SCc4ccc(F)cc4)n(C)c3c2)CC1
-12	COc1ccc(N2C(=O)CC(Sc3ncn[nH]3)C2=O)cc1 (stereo not drawn)
-5	CC(=O)N1CCN(c2ccc(NCc3ccc(C)cc3)cc2)CC1
-3	Cc1oc2ccc(OCC(=O)O)cc2c1C(=O)OC(C)C
0	CCSc1nnc(NC(=O)CSc2c[nH]c3ccccc23)s1
-13	Cc1cc(C)c(S(=O)(=O)Nc2ccc3oc(C)c(C(=O)OCc4ccccc4)c3c2)c(C)c1
0	Nc1nnc(SCc2ccc3c(c2)OCO3)s1

(further entries)
14-3-3g Raf	structure
1	Cc1ccc(C)c(Cn2cnc3c(cnn3C(C)(C)C)c2=O)c1
-5	CCNc1nc(NC(C)C)nc(OCCOC(C)=O)n1
1	O=C(O)COc1ccc2c(c1)C(=O)CC1(CCCCC1)O2
-2	CCOc1ccc(NC(=O)c2oc3ccccc3c2NC(=O)CC)cc1
-5	Cc1ccc(NC(=O)CSc2nc3ccccc3c(=O)n2-c2ccc(Cl)cc2)cc1
-28	CC1(C)Cc2c(sc(NC(=O)c3ccc(Cl)cc3)c2C#N)CO1
-6	CCCc1cc(=O)n2[nH]c(SCc3ccccc3)nc2n1
4	O=C(Nc1ccc(Br)cc1)C1CCC(CNS(=O)(=O)c2ccc(Br)s2)CC1 (stereo not drawn)

This is a subset; rates above refer to the full screens.
